Assay outcomes as filed in PubChem.
MDM2 E3 inh – MDM2-luciferase reporter signal enhancers, primary screen, MDM2 E3 ligase inhibitor project, cell-based, luminescence, 1536-well; signal enhancement, % at 5 µM; hit rate 0.11% among 210,000; AID 1230, 2008; cell-based MDM2 ubiquitination luciferase reporter, 2 h; 0 = plate control, 100 = twice control, blank-subtracted;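 active = signal enhancement of 30% or more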;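 also: luminescence tracks abundance of the self-degrading MDM2-luciferase fusion protein; higher signal means inhibition of MDM2 E3 ligase activity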
Target sequence (Q00987 whole entry, looked up, the tested form may be a part): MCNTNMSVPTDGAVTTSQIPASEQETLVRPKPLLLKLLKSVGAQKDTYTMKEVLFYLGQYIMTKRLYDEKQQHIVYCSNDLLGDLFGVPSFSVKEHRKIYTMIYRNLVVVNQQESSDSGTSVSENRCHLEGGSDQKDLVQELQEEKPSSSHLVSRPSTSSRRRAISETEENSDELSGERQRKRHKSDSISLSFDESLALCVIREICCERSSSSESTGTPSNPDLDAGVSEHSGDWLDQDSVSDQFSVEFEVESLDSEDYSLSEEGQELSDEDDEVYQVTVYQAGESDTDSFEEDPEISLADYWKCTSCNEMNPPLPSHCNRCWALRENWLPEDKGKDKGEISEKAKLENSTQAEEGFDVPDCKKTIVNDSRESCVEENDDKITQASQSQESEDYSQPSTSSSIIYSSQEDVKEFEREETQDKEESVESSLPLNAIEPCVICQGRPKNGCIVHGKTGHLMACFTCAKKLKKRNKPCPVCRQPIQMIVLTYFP
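Material: stable MDM2–luciferase fusion reporter cells / Quantity: 2000 cells/well / Dosing: single 5 µM compound dose, 0.2% final DMSO / Buffer or medium: DMEM / Schedule: 4 h cell settling then 2 h compound exposure, 37 °C / Detection: luminescence with SteadyLite reagent, 15 min at room temperature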
KCC2 mod – KCC2 cotransporter modulators, thallium flux, primary screen, cell-based, HEK293 KCC2, FluoZin-2 fluorescence, MLSMR | Solute carrier family 12 member 5 (Homo sapiens), Q9H2X9 | KCC2 cells, thallium flux FluoZin-2 fluorescence | B-score of Tl+ flux slope (higher = more flux/activation; lower = inhibition) at 10 µM | hit rate 2.2% among 190,000 | AID 1456, 2008;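 active = thallium flux slope and its plate-corrected score both differing from the plate sample mean at a set confidence after two filtering rounds, in either direction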;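 also: slope of fluorescence scaled to starting intensity during 10 to 20 s after thallium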
Rad51 HR inh – human RAD51 strand exchange inhibitors, primary screen, biochemical, fluorescence. hRad51 DNA strand exchange, fluorescence dequenching. inhibition, % at 10 µM. hit rate 0.085% among 200,000;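 active = inhibition above 40% at the single screening dose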;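 also: 0% = DMSO control wells and 100% = blanks with heterologous ssDNA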
Target sequence (Q06609 whole entry, looked up): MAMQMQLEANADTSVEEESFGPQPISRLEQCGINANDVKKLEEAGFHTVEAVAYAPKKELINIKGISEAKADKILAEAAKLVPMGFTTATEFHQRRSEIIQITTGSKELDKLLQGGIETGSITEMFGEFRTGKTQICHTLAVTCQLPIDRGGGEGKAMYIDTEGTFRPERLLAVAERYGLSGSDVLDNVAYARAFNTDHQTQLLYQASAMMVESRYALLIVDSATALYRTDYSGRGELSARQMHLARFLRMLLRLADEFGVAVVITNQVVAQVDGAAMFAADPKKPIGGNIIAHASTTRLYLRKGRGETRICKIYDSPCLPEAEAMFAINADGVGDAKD
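Material: Human Rad51 nucleoprotein filaments preassembled on unlabelled ssDNA | Also added: Labelled 47-mer dsDNA for strand exchange | Dosing: Single dose, 10 µM final compound | Schedule: 30-min compound preincubation and 15-min exchange, both room temperature | Technique: Fluorescence dequenching at 485/520 nm | Measure: Percent inhibition relative to plate controls and blanks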
eIF4E-4G inh – eIF4E–eIF4G protein interaction inhibitors, primary screen, biochemical, uHTS, TR-FRET, eIF4GI fragment; TR-FRET eIF4E-eIF4GI(517-606) binding, 2 h; inhibition, % at 21.7 µM; hit rate 0.37% among 220,000; AID 782, 2007;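 active = inhibition above about 30%, limit read from the data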;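 also: 0% = full FRET control wells and 100% = background wells lacking eIF4GI fragment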
TNF necrop inh – inhibitors of TNF-alpha triggered necroptosis, primary screen, cell-based, Jurkat FADD-/-, single concentration. hit rate 0.068% among 220,000. activation (protection from cell death), % at 10 µM. AID 463075, 2010. Jurkat FADD-/- TNF necroptosis rescue, ATP luminescence, 24 h; 0 = TNF only, 100 = no-TNF cells;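 active = activation, meaning protection from cell death, of at least 50% relative to plate controls; inactive = activation below 50%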;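 also: necroptosis triggered by 40 ng/mL TNF-alpha added together with compound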
EBV gp42 block – Epstein-Barr virus gp42 inhibitors, primary screen, biochemical, uHTS, fluorescence polarization | Fluorescence polarization binding assay, mP read-out | inhibition, % (tested at 21.74 µM) | hit rate 0.42% among 220,000 | AID 1085, 2008; in the data active = inhibition above about 50%
Target sequence (Q1HVG2 whole entry, looked up): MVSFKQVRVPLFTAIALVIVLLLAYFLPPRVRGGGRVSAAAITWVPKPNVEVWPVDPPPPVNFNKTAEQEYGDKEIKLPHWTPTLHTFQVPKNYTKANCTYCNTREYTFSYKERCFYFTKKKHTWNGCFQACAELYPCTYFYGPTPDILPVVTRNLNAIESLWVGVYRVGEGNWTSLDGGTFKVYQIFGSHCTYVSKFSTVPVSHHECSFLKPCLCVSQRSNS
Calpain2 inh – inhibitors of pig calpain II, primary screen, biochemical, fluorogenic peptide substrate, 1536-well; purified calpain II, 30 min; inhibition, % at 16 µM; hit rate 0.37% among 220,000; AID 1236, 2008;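 active = inhibition above about 50%, limit read from the data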
zVAD death inh – inhibitors of zVAD-triggered necroptosis, primary screen, L929 cells; L929 zVAD necroptosis rescue, ATP luminescence, 24 h; with zVAD 60 µM; viability rescue, % at 10 µM; hit rate 0.38% among 220,000; AID 1377, 2008;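 active = activation, scaled between plate controls, above about 75%, limit read from the data; inactive = activation under that limit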;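 also: 0% = zVAD with DMSO and 100% = DMSO alone without zVAD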
PERK inh – block of dimerizer-induced PERK translation repression, primary screen, PERK inhibitor project, CHO PERK-DD cells, SEAP luminescence, HTS. CHO PERK-DD fusion, SEAP luminescence translation reporter. inhibition, % at 5.6 µM. hit rate 0.17% among 220,000;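 active = inhibition above the mean inhibition of all tested compounds plus 3 SD, set separately per screening campaign, cut at about 2.9% in these data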;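 also: PERK kinase domain activated by AP20187 dimerizer at 100 nM; 0% = DMSO with dimerizer and 100% = rapamycin at 8.4 µM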
* marks the source's active call; other numbers are inactive results; [ ] = another dose, or the depositor's remark.

Results for Cn1c(NN)nc2sc3c(c2c1=O)CC(C)(C)OC3 ?
MDM2 E3 inh: 1; KCC2 mod: 0.15; Rad51 HR inh: -3; eIF4E-4G inh: 7; TNF necrop inh: -0.7; EBV gp42 block: -13; Calpain2 inh: -11; zVAD death inh: -0.1; PERK inh: 0.4

What do the screens show for `CN1CCN(c2ccc(NC(=O)COc3ccc(Cl)cc3Cl)cc2)CC1`?
MDM2 E3 inh: -15; KCC2 mod: -0.69; Rad51 HR inh: -7; eIF4E-4G inh: 6; TNF necrop inh: -6.2; EBV gp42 block: -9; Calpain2 inh: 24; zVAD death inh: 0.2; PERK inh: -1.4

Results for Cc1c(C#N)c(NC(=O)CCl)n(Cc2ccc(F)cc2)c1C ?
MDM2 E3 inh: -16; KCC2 mod: 0.88; eIF4E-4G inh: 1; TNF necrop inh: -12; EBV gp42 block: 7; Calpain2 inh: 24; zVAD death inh: 4.2; PERK inh: -0.5

Results for CC(=O)Nc1ccc(OCC(=O)NC(C)c2ccc(F)cc2)cc1 (stereo unspecified) ?
MDM2 E3 inh: -10; KCC2 mod: 0.94; Rad51 HR inh: -5; eIF4E-4G inh: -6; TNF necrop inh: 1.1; EBV gp42 block: -4; Calpain2 inh: 4; zVAD death inh: 1.3; PERK inh: 0.1

What do the screens show for `CCc1ccc(NC(=O)CC2C(=O)NCCN2C(=S)Nc2ccccc2)cc1` (stereo unspecified)?
MDM2 E3 inh: -7; KCC2 mod: -0.66; Rad51 HR inh: 12; eIF4E-4G inh: 2; TNF necrop inh: 5.7; EBV gp42 block: -5; Calpain2 inh: 0; zVAD death inh: 2.0; PERK inh: 0.5

Results for CCCCCCCCCn1c2c(c(=N)c3c1CCC3)CCC2 ?
MDM2 E3 inh: -57; KCC2 mod: 0.082; Rad51 HR inh: 9; eIF4E-4G inh: 3; TNF necrop inh: -17; EBV gp42 block: -5; Calpain2 inh: 51*; zVAD death inh: 3.8; PERK inh: -0.3

What do the screens show for `C[C@H](NC(=O)c1nc[nH]c1C(=O)N1CCN(c2ccccc2)CC1)C(=O)OC(C)(C)C`?
MDM2 E3 inh: 26; KCC2 mod: -0.49; Rad51 HR inh: -8; eIF4E-4G inh: 5; TNF necrop inh: 0.4; EBV gp42 block: -20; Calpain2 inh: 20; zVAD death inh: -0.3

How did CCOC(=O)C1=C(N)Oc2cc(C)n(CCc3ccc(OC)c(OC)c3)c(=O)c2C1c1cccnc1 (stereo unspecified) do in these assays?
MDM2 E3 inh: -3; Rad51 HR inh: 0; eIF4E-4G inh: -5; TNF necrop inh: -6.6; EBV gp42 block: -8; Calpain2 inh: 22; zVAD death inh: -0.3; PERK inh: -1.8

Results for CCOC(=O)c1sc2nc(CSc3ccccc3)nc(N3CCCN(C)CC3)c2c1C ?
MDM2 E3 inh: -12; KCC2 mod: 0.05; Rad51 HR inh: 7; eIF4E-4G inh: 4; TNF necrop inh: 1.8; EBV gp42 block: -9; Calpain2 inh: 39; zVAD death inh: 9.1; PERK inh: -0.7

What do the screens show for `N#C/C(=C\c1cccs1)C(=O)c1ccccc1`?
MDM2 E3 inh: 6; KCC2 mod: -0.63; eIF4E-4G inh: 7; TNF necrop inh: 0.5; EBV gp42 block: -19; Calpain2 inh: -4; zVAD death inh: -0.2; PERK inh: 0.7

How did COc1cc(C(=O)NCC(c2cccnc2)N2CCN(c3ccccc3)CC2)cc(OC)c1OC (stereo unspecified) do in these assays?
MDM2 E3 inh: -10; KCC2 mod: -2.7; Rad51 HR inh: 3; eIF4E-4G inh: -4; TNF necrop inh: 1.0; EBV gp42 block: -13; Calpain2 inh: -1; zVAD death inh: -0.3; PERK inh: -1.0

How did CN1CCN(C(=O)c2ccc(N(Cc3ccccc3Cl)S(C)(=O)=O)cc2)CC1 do in these assays?
MDM2 E3 inh: 4; KCC2 mod: 0.4; Rad51 HR inh: 0; eIF4E-4G inh: 3; TNF necrop inh: 0.7; EBV gp42 block: -11; Calpain2 inh: 4; zVAD death inh: -0.2; PERK inh: -1.5

2 entries picked at random from those above:
What do the screens show for `CCc1ccc(NC(=O)CC2C(=O)NCCN2C(=S)Nc2ccccc2)cc1` (stereo unspecified)?
MDM2 E3 inh: -7; KCC2 mod: -0.66; Rad51 HR inh: 12; eIF4E-4G inh: 2; TNF necrop inh: 5.7; EBV gp42 block: -5; Calpain2 inh: 0; zVAD death inh: 2.0; PERK inh: 0.5

Results for CCOC(=O)c1sc2nc(CSc3ccccc3)nc(N3CCCN(C)CC3)c2c1C ?
MDM2 E3 inh: -12; KCC2 mod: 0.05; Rad51 HR inh: 7; eIF4E-4G inh: 4; TNF necrop inh: 1.8; EBV gp42 block: -9; Calpain2 inh: 39; zVAD death inh: 9.1; PERK inh: -0.7

(next part)
What do the screens show for `Cc1cc(=O)oc2cc(Nc3ccccc3)ccc12`?
MDM2 E3 inh: -2; KCC2 mod: -0.26; Rad51 HR inh: -12; eIF4E-4G inh: 0; TNF necrop inh: 3.6; EBV gp42 block: -26; Calpain2 inh: 7; zVAD death inh: 2.4; PERK inh: 0.4

Results for CC(C)n1cnc2cc(NCc3ccccn3)ccc21 ?
MDM2 E3 inh: -10; KCC2 mod: 0.55; Rad51 HR inh: 0; eIF4E-4G inh: -8; TNF necrop inh: 1.2; EBV gp42 block: -15; Calpain2 inh: -48; zVAD death inh: 0.0; PERK inh: 0.2

How did COc1ccc(-c2c3c(=O)n(C)c(=O)n(C)c3cn2-c2ccc(O)cc2)cc1 do in these assays?
MDM2 E3 inh: -7; KCC2 mod: -3.5; eIF4E-4G inh: -1; TNF necrop inh: -0.5; EBV gp42 block: -7; Calpain2 inh: 8; zVAD death inh: 2.9; PERK inh: 0.3

What do the screens show for `O=C1C(Cl)=C(Nc2ccccc2O)C(=O)N1c1ccccc1`?
MDM2 E3 inh: 8; Rad51 HR inh: -5; eIF4E-4G inh: 10[fluorescence artefact?]; TNF necrop inh: 3.6; EBV gp42 block: -20; Calpain2 inh: 22; zVAD death inh: 18; PERK inh: 1.1

How did O=C(CCC(=O)N1CCN(C2CCCC2)CC1)Nc1nnc(C(F)(F)F)s1 do in these assays?
MDM2 E3 inh: -5; Rad51 HR inh: -2; eIF4E-4G inh: 2[fluorescence artefact?]; TNF necrop inh: 0.2; EBV gp42 block: 3; Calpain2 inh: -2; zVAD death inh: 1.1; PERK inh: 0.6

How did CC(C)C(=O)Nc1ccccc1N1CCN(S(C)(=O)=O)CC1 do in these assays?
MDM2 E3 inh: 5; Rad51 HR inh: -8; eIF4E-4G inh: 3[fluorescence artefact?]; TNF necrop inh: -1.6; EBV gp42 block: -19; Calpain2 inh: -8; zVAD death inh: 0.2; PERK inh: 0.2

Results for CCCc1nc(N)sc1C(=O)OCC ?
MDM2 E3 inh: -9; KCC2 mod: 0.035; Rad51 HR inh: 1; eIF4E-4G inh: 0; TNF necrop inh: -3.7; EBV gp42 block: -15; Calpain2 inh: 20; zVAD death inh: -0.1; PERK inh: 0.3

How did CCOc1ccc(-n2ccnc2SCC(=O)Nc2cc(C)on2)cc1 do in these assays?
MDM2 E3 inh: -7; KCC2 mod: -0.25; Rad51 HR inh: 4; eIF4E-4G inh: -3; TNF necrop inh: 1.6; EBV gp42 block: 4; Calpain2 inh: -15; zVAD death inh: 2.1; PERK inh: 0.4

How did Cc1cc(C)nc(NC(=S)Nc2ccc(Br)cc2Cl)c1 do in these assays?
MDM2 E3 inh: -7; KCC2 mod: 0.77; Rad51 HR inh: -2; eIF4E-4G inh: 0; TNF necrop inh: 0.1; EBV gp42 block: -2; Calpain2 inh: 12; zVAD death inh: 1.2; PERK inh: -0.7

How did CCOc1cc2c3c(c1)C(C)=CC(C)(C)N3C(=O)C2=O do in these assays?
MDM2 E3 inh: 2; KCC2 mod: -0.1; Rad51 HR inh: 4; eIF4E-4G inh: 3; TNF necrop inh: -9.6; EBV gp42 block: -1; Calpain2 inh: 31; zVAD death inh: 5.0; PERK inh: 0.7

What do the screens show for `Cc1cc(N2CCCCC2)n2ncc(-c3ccccc3)c2n1`?
MDM2 E3 inh: -44; Rad51 HR inh: 1; eIF4E-4G inh: 5; TNF necrop inh: -0.5; EBV gp42 block: 1; Calpain2 inh: -20; zVAD death inh: 5.2; PERK inh: -0.9

How did CCn1c(/C=N/c2nc3ccccc3n2C)nc2ccccc21 do in these assays?
MDM2 E3 inh: -8; KCC2 mod: 0.23; Rad51 HR inh: -1; eIF4E-4G inh: 5; TNF necrop inh: -1.4; EBV gp42 block: 3; Calpain2 inh: 4; zVAD death inh: 0.0; PERK inh: -0.6

Results for O=C(c1ccc(Cl)cc1)c1cc([N+](=O)[O-])ccc1N1CCOCC1 ?
MDM2 E3 inh: -1; Rad51 HR inh: 3; eIF4E-4G inh: -1; TNF necrop inh: -4.6; EBV gp42 block: -8; Calpain2 inh: 14; zVAD death inh: -0.1; PERK inh: 0.2

What do the screens show for `O=C(CCN1C(=O)c2ccncc2C1=O)Nc1ccc(F)cc1`?
MDM2 E3 inh: -6; Rad51 HR inh: -2; eIF4E-4G inh: -1; TNF necrop inh: 0.4; EBV gp42 block: -2; Calpain2 inh: -80; zVAD death inh: 0.1; PERK inh: 0.0

How did CCC(=O)N1N=C(c2ccc(Cl)cc2)CC1c1ccco1 (stereo unspecified) do in these assays?
MDM2 E3 inh: -3; KCC2 mod: -1.7; Rad51 HR inh: -1; eIF4E-4G inh: -2; TNF necrop inh: -5.9; EBV gp42 block: -7; Calpain2 inh: 28; zVAD death inh: -0.4; PERK inh: -0.3

Results for COc1cc(OC)cc(-c2nnc(SCC(=O)N3c4ccccc4Sc4ccccc43)o2)c1 ?
KCC2 mod: -0.4; Rad51 HR inh: 7; TNF necrop inh: -2.5; zVAD death inh: -0.2; PERK inh: 0.3

Results for O=C1c2ccccc2C(=O)N1CCCC(=O)N1CCCc2ccccc21 ?
MDM2 E3 inh: -17; KCC2 mod: -0.77; Rad51 HR inh: -7; eIF4E-4G inh: 0; TNF necrop inh: -0.3; EBV gp42 block: -7; Calpain2 inh: 57*; zVAD death inh: 0.2; PERK inh: -1.0

Structural class: those above containing a cyano group.
Results for Cc1c(C#N)c(NC(=O)CCl)n(Cc2ccc(F)cc2)c1C ?
MDM2 E3 inh: -16; KCC2 mod: 0.88; eIF4E-4G inh: 1; TNF necrop inh: -12; EBV gp42 block: 7; Calpain2 inh: 24; zVAD death inh: 4.2; PERK inh: -0.5

What do the screens show for `N#C/C(=C\c1cccs1)C(=O)c1ccccc1`?
MDM2 E3 inh: 6; KCC2 mod: -0.63; eIF4E-4G inh: 7; TNF necrop inh: 0.5; EBV gp42 block: -19; Calpain2 inh: -4; zVAD death inh: -0.2; PERK inh: 0.7
